Screening data (PubChem BioAssay)
HTRA1 inh: inhibitors of human serine peptidase HTRA1; inhibition, % at 5.96 µM; recombinant HTRA1, FP-rhodamine activity-based probe, fluorescence polarization; Q92743; 340,000 tested, 0.5% active; AID 504803; in the data active = inhibition above about 36%;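 also: 0% = enzyme with DMSO and 100% = wells lacking enzyme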
GC-B act: GC-B (human) receptor activation; AID 1920062; 370,000 tested, 0.11% active; HEK293-GC-B cells, CNP EC30, cGMP TR-FRET; 0% at EC30 CNP, 100% saturating CNP; activation, % at 10 µM;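 active = activation at 10 µM reaching about 35% in either raw or pattern-adjusted values, limit read from the data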
TCR-CD3 inh: inhibitors of human TCR-CD3 interaction; TAMRA-labeled TCR probe fluorescence, biochemical; inhibition, % at 9.4 µM; 360,000 tested, 0.37% active; AID 651800; in the data active = inhibition above about 19%;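 also: recombinant mutant TCR 2C K166C tagged with TAMRA read by polarization; 0% = receptor in buffer alone and 100% = receptor with positive control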
MBD2 DNA inh: MBD2-methylated oligo binding inhibition; Q9UBB5; TR-FRET, MBD2 binding to methylated oligonucleotide; inhibition, % at 4.4 µM; 370,000 tested, 0.31% active; in the data active = inhibition above about 13%
Target sequence (Q9UBB5 whole entry, looked up): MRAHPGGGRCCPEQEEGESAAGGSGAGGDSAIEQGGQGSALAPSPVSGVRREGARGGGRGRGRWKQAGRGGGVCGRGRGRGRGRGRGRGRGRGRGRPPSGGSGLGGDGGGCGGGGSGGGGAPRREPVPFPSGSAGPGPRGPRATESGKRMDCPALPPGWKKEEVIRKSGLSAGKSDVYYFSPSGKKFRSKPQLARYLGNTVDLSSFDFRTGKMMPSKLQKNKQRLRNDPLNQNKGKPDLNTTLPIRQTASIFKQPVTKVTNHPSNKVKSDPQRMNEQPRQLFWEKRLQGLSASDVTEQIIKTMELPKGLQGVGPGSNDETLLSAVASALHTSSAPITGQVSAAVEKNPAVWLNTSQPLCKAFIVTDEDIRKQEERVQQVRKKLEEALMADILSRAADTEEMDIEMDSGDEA
NPR1 activator: GC-A (human) enzyme activation; activation, % at 10 µM; 370,000 tested, 0.14% active; HEK293 GC-A cells, cGMP TR-FRET, EC30 ANP; 0% at EC30 ANP, 100% saturating ANP; P16066; in the data active = activation above about 40%
UHRF1 MBD2 ctr: UHRF1 methyl-DNA binding inhibition. Q96T88. UHRF1 binding to methylated oligo, TR-FRET. inhibition, % at 4.4 µM. 370,000 tested, 0.75% active; in the data active = inhibition above about 21%;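 also: UHRF1 SRA domain binding a hemimethylated CpG hairpin DNA probe; 0% = median of test compound wells and 100% = reference inhibitor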
ABHD4 inh: inhibitors of mouse ABHD4; purified mABHD4, FP-Rh probe fluorescence polarization; inhibition, % at 8.92 µM; 370,000 tested, 0.54% active; AID 720543;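 active = inhibition exceeding the mean over every tested compound plus 3 SD, cut at about 30% in these data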;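 also: 0% = plate median of compound wells and 100% = S159A mutant with DMSO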
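Assay system: Wild-type mouse ABHD4 protein | Medium: HEPES pH 7.0 buffer, 150 mM NaCl, 0.01% Pluronic F-127 | Incubation: Enzyme–compound pre-incubation 45 min, then probe 60 min, both 25 °C | Technique: Fluorescence polarization with parallel and perpendicular emission, 525/598 nm | Evaluation: % inhibition of FP-Rh probe binding versus controls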
rCAG RNA binder: binds r(CAG) RNA repeats. r(CAG) RNA repeat, TO-PRO-1 dye displacement fluorescence. inhibition, % at 3 µM. 370,000 tested, 1.3% active. AID 651821;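 active = inhibition above the plate cutoff, the mean of all test compounds on that plate plus 3 SD, cut at about 35% in these data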;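 also: 0% = DMSO alone and 100% = 100 µM mitoxantrone as full dye displacement; higher means more dye released from RNA so lower well fluorescence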
SIAE primary: inhibitors of human sialic acid acetylesterase SIAE | Q9HAT2 | SIAE FP-Rh probe binding, fluorescence polarization | inhibition, % at 9.66 µM | 370,000 tested, 0.69% active;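 active = inhibition above a cutoff: mean of compounds within the control limits plus 3 SD of those, cut at about 17% in these data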;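 also: 0% = plate median of compound wells and 100% = probe without SIAE protein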
PRMT1 inh: PRMT1 (human) inhibition, primary screen | Q99873 | recombinant PRMT1, activity-based probe fluorescence polarization | inhibition, % at 2.79 µM | 370,000 tested, 1.3% active;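 active = inhibition above about 21% made by adding two undisclosed values, limit read from the data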
Target sequence (Q99873 whole entry, looked up): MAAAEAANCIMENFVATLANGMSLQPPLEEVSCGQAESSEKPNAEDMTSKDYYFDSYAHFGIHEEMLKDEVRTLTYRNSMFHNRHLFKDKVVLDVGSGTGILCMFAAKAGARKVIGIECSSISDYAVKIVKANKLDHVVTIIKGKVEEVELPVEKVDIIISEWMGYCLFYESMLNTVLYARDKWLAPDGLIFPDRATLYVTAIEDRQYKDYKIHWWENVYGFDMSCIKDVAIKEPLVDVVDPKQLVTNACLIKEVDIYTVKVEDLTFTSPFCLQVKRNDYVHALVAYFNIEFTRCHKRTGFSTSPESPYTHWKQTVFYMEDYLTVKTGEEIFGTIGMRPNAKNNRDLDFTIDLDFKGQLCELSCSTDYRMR
Numbers without * were called inactive; x = no result given. The list is partial; count on the stated rates, not on these rows.

SMILES	HTRA1 inh	GC-B act	TCR-CD3 inh	MBD2 DNA inh	NPR1 activator	UHRF1 MBD2 ctr	ABHD4 inh	rCAG RNA binder	SIAE primary	PRMT1 inh
CCOC(=O)c1ccc(NC(=O)N2C3CCCC2CC(NC(C)=O)C3)cc1 (stereo not given)	4.5	1.4	-3.5	-2.2	-3.6	1.8	-6.4	-2.9	3.6	-1.7
Cc1ccc(NC(=O)c2ccc(Cl)c(S(=O)(=O)NCc3ccco3)c2)c(O)c1	-8.6	-1.9	-8.2	-5.3	-1.9	0.3	-9.1	9.0	-5.0	1.9
O=C1N=c2ccccc2=C1c1[nH]c(=S)[nH]c1O	-0.5	-9.1	-2.0	-18.6	-4.9	-11.4	5.7	4.0	-6.1	2.6
Cc1ccccc1NC(=O)CSc1nc2[nH]c(=O)cc(O)c2s1	-1.6	2.6	4.6	-2.1	2.1	-4.6	11.9	23.7	0.0	5.4
COc1ccc(C)cc1NC(=O)COC(C)=O	4.9	7.0	-3.7	3.9	0.3	2.4	4.5	-0.4	2.8	1.0
Cc1cc(C)c(/C([O-])=C(/C(=S)Nc2ccc(SC(F)F)cc2)[n+]2ccccc2)cc1C	-13.6	2.6	-0.5	3.5	-1.7	-2.4	2.1	-1.0	-3.5	-2.6
Cc1ccc(C)c(N2CCN(C(=O)CCc3nc(-c4cccc(Cl)c4)no3)CC2)c1	-24.1	-0.7	-8.2	-0.6	-0.8	1.3	-15.8	4.5	-2.7	5.6
Cc1cc(C)c(-n2nnnc2SCC(=O)c2cccs2)c(C)c1	-8.9	-0.1	-2.9	-2.0	-2.4	0.8	-5.6	-4.5	2.5	1.8
O=C(Nc1ccc(CN2CCOCC2)cc1)c1ccc2ccccc2c1	-6.3	2.4	1.9	1.2	2.8	-0.1	-1.8	-6.0	2.5	-0.6
COc1ccc2nc(N3C(=O)C(O)=C(C(=O)c4ccco4)C3c3ccc(C)o3)sc2c1 (stereo not given)	2.5	-2.9	-7.6	-3.0	-0.7	-0.1	23.4	53.8*	-3.0	34.2*
COC(=O)CNC(=O)COC(=O)c1ccc(OC)c([N+](=O)[O-])c1	0.0	0.4	2.2	-6.6	-1.6	-2.2	3.4	2.3	0.5	0.3
CC(=O)COc1cc(C)cc2oc(=O)cc(-c3ccccc3)c12	-0.5	-0.5	4.8	-3.7	-4.2	-0.1	0.7	-3.1	1.1	2.2
C=C(C)COc1ccc(-c2n[nH]c(C)c2-c2ccccc2)c(O)c1	-0.6	4.9	-10.9	3.7	5.2	2.0	-14.2	5.6	3.3	4.0
Cc1cc(C)cc(NC(=O)c2ccc(S(=O)(=O)N(C)CC3CCCO3)cc2)c1 (stereo not given)	-9.8	-0.8	5.6	0.7	0.9	-2.6	-5.9	-2.1	-2.9	0.9
COCCN(C(=O)COC(=O)CSc1ccc2ccccc2c1)c1c(N)n(Cc2ccccc2)c(=O)[nH]c1=O	-7.7	-0.1	-3.1	2.9	2.5	0.6	2.8	1.4	0.4	3.4
CCN(CC)C(=O)CSc1nc(-c2ccco2)cc(C(F)(F)F)c1C#N	-4.0	-6.5	-0.8	-5.6	-6.9	-1.0	-2.3	2.0	3.8	-1.5
CNCCCOc1cc(C)cc(C)c1C	4.4	1.4	-4.4	2.8	-1.2	5.6	12.2	2.4	-4.0	-1.1
Cc1cc(=O)oc2c1c(C(F)(F)F)nn2-c1ccccc1	x	0.2	3.7	-0.7	0.5	0.3	1.1	-5.1	-3.2	-4.0
COc1ccccc1-c1nc(S(=O)(=O)c2ccccc2)c(N2CCCCC2)o1	3.2	-2.6	-1.9	7.6	1.3	3.3	-2.2	6.7	12.4	13.0
CC1CCN(S(=O)(=O)c2cc([N+](=O)[O-])ccc2Cl)CC1	-1.2	2.4	-2.5	-3.3	-0.9	-0.2	-10.5	-0.7	0.8	-3.4
CCCCN(C=O)c1c(CC)nc2ccc(C(=O)N(C)Cc3ccco3)cn12	x	0.5	3.9	2.1	-0.2	1.0	0.9	-1.0	1.4	1.1
CCCn1c(SCC(=O)Nc2ccc(OC)cc2[N+](=O)[O-])n[nH]c1=O	-0.2	-2.2	4.1	0.5	-1.5	-0.7	2.6	2.1	6.6	-1.8
CCOC(=O)c1cc2sc(C)cc2n1CC(=O)NCc1ccc(F)cc1	-1.8	-5.2	-6.8	-3.0	-5.4	-1.0	-9.3	1.2	2.6	1.4
CNC(=O)c1c(NC(=O)CCS(=O)(=O)c2ccccc2)sc2c1CCN(C(=O)OC)C2	0.4	3.5	6.3	-2.1	0.0	-2.7	2.3	6.0	-4.6	0.8
COc1ccc(NC(=S)Nc2ncccc2C)c(OC)c1	-5.0	2.2	2.8	-3.5	-2.7	25.0*	2.6	-5.5	2.9	2.1
CCN1CCCC(OC(=O)C(c2ccccc2)c2ccccc2)C1 (stereo not given)	4.4	-6.6	5.7	-3.4	-6.0	-1.7	7.6	-0.9	-2.5	-2.0
CC1C(=O)N2CCCc3cc(NC(=O)C(=O)NCCN4CCOCC4)cc1c32 (stereo not given)	2.7	3.2	3.8	0.4	0.6	-1.2	-1.1	-1.1	1.3	-6.2
COc1cccc(CN(C)Cc2cc(=O)oc3c(C)c(C)ccc23)c1	-21.0	4.1	-6.9	1.0	5.3	4.4	-18.7	-0.8	0.1	7.4
Cc1cc2oc(C(=O)NCCc3ccc(S(N)(=O)=O)cc3)cc(=O)c2cc1C	9.6	-2.4	5.0	4.1	-2.0	1.2	3.1	5.7	-14.9	0.3
Cc1ccc([N+](=O)[O-])cc1S(=O)(=O)Nc1cccc(S(=O)(=O)NC2=NCCC2)c1	7.7	9.0	0.7	-5.2	-2.1	0.4	-5.1	5.3	-6.6	-2.1
CCC(=O)c1ccc(Oc2ccc(C(=O)c3ccc(C)cc3)cc2[N+](=O)[O-])cc1	-0.2	4.0	5.3	4.5	-0.8	0.2	1.5	0.2	-2.7	0.2
CCCCCc1nnc(NC(=O)NS(=O)(=O)c2ccc(C)cc2)s1	5.5	-4.0	-3.2	-3.0	-7.3	1.3	5.7	0.3	1.5	4.2
CCCNc1nc2c(c(=O)[nH]c(=O)n2C)n1CCc1ccccc1	5.9	-1.5	-3.8	6.4	-0.9	3.2	1.7	-1.0	3.8	3.0
O=[N+]([O-])c1ccccc1OCCN1CCCC1	5.0	-3.9	-1.1	4.1	0.1	2.2	1.9	-3.6	-3.1	-0.7
COc1cccc2cc(C(C)N(CCCN3CCOCC3)C(=O)Nc3ccccc3)oc12 (stereo not given)	-4.2	0.5	7.1	7.7	-3.0	-2.0	-2.1	-5.8	-1.7	-3.0
O=C(NN=C1C2CC3CC(C2)CC1C3)c1cccc(S(=O)(=O)N2CCOCC2)c1	1.0	0.8	7.0	1.4	0.5	-4.9	0.9	2.3	6.4	-3.8
NS(=O)(=O)c1ccc(CCNC(=S)NC2CCCCC2)cc1	1.5	0.9	0.5	-2.0	-0.8	-0.9	1.4	0.0	7.4	-4.7
CC(C)CN1C(=O)c2ccc(NC(=O)Cc3ccccc3)cc2C1=O	-9.7	-3.6	4.1	5.7	-0.1	-0.7	-0.9	-0.7	-0.5	4.5
CC(C)c1ccc(CCNC(=O)CCNC(=O)c2ccc(Br)cc2)cc1	-3.3	-2.4	-1.2	2.0	-0.1	1.9	-3.6	-4.1	2.8	-0.9
CCOC(=O)C1CCN(C(=S)Nc2ccccc2)CC1	0.6	-2.6	0.6	-0.2	4.1	1.9	-1.9	5.4	7.3	-0.8
CC1(C)C2CCC1(CS(=O)(=O)NC1CCCC1)C(=O)C2 (stereo not given)	4.7	-1.7	4.4	3.4	2.8	-0.4	2.1	-3.7	7.9	-1.2
CCOc1ccc(OCCOc2cccc(C(F)(F)F)c2)cc1	3.4	-7.9	2.8	4.7	-0.4	-1.6	-1.2	-6.2	0.6	-2.0
O=C(Nc1cc2c(cc1C(=O)O)OCCCO2)c1ccc(C(F)(F)F)cc1	-19.5	-3.6	-3.3	1.2	-6.3	0.0	-0.7	24.9	-2.9	-0.2
CC(=O)c1c(C)[nH]c(C(=O)NNC(=O)COc2cc(C)ccc2C(C)C)c1C	4.9	-3.2	-2.4	0.3	-1.6	0.7	4.8	-1.8	7.8	-2.3
COc1ccc(N)cc1NC(=O)CN1CCOCC1	-3.6	5.8	3.9	-5.9	-1.6	2.0	-1.2	1.9	8.2	2.3
Cc1ccc(-c2nnn(CC(=O)NCC3COCCO3)n2)o1 (stereo not given)	-7.5	3.1	8.8	-0.1	-0.5	-4.0	-0.2	-1.2	-0.9	-4.1
O=C(c1ccc(S(=O)(=O)Cc2ccccc2Cl)c([N+](=O)[O-])c1)N1CCOCC1	1.3	-2.9	7.8	-2.5	-0.2	2.8	0.3	-0.2	6.1	-4.6
Cc1cc(C)c2[nH]c(C(=O)Nc3ccc(F)cc3Br)cc2c1	-22.5	-1.8	-2.0	4.8	-3.1	3.7	-3.9	23.3	13.5	5.9
Cc1ccccc1Cn1cc(COC(=O)NCCc2c[nH]c3ccccc23)nn1	x	2.5	x	1.8	-3.3	4.9	-3.5	2.1	-4.3	-1.4
COc1ccc2c(c1)Cc1sc(NC(C)=O)nc1-2	3.1	1.6	7.6	-13.3	-2.8	-11.8	3.5	11.5	6.8	8.9
(further entries)
SMILES	HTRA1 inh	GC-B act	TCR-CD3 inh	MBD2 DNA inh	NPR1 activator	UHRF1 MBD2 ctr	ABHD4 inh	rCAG RNA binder	SIAE primary	PRMT1 inh
O=C(Nc1cccnc1)/C(N=Nc1cccnc1)=C(\O)c1ccccc1	8.9	-4.2	-0.4	-5.0	-1.0	2.4	-3.8	-4.5	5.8	-2.6
CC(NC(=O)c1cc(=O)[nH]c2ccccc12)c1ccccc1 (stereo not given)	-5.7	-0.7	5.6	4.8	-3.7	-1.3	-5.2	-4.0	-3.1	-4.0
O=C(COc1ccc([N+](=O)[O-])cc1)Nc1cc(S(=O)(=O)N2CCCCC2)ccc1N1CCCCC1	-9.1	0.4	3.6	9.7	1.0	22.2*	4.9	6.3	4.0	-1.9
Cc1cc(NC(=O)CCC(=O)N(c2ccc(F)cc2)C(C(=O)NC2CCCC2)c2ccc(C)o2)no1 (stereo not given)	1.8	-3.8	1.9	0.9	-1.8	-0.1	-5.0	-3.3	1.6	-3.0
COc1ccc(OC)c(/C=C/c2ccnc3ccccc23)c1	-30.5	-6.3	-0.5	-3.0	-6.4	3.5	-12.7	-0.5	-4.4	-0.8
CCOC(=O)NC1(NCC(C)C)Oc2ccccc2O1	17.3	0.1	5.0	-0.1	1.1	-1.8	33.3*	-3.5	8.1	17.8
CC(C)c1ccc(NC(=O)C2CC(=O)N=C(N)S2)cc1 (stereo not given)	-1.6	0.1	-7.0	2.4	-2.8	0.3	-3.3	-0.2	-2.5	3.8

Fetched by compound from above:
SMILES	HTRA1 inh	GC-B act	TCR-CD3 inh	MBD2 DNA inh	NPR1 activator	UHRF1 MBD2 ctr	ABHD4 inh	rCAG RNA binder	SIAE primary	PRMT1 inh
COc1ccc2nc(N3C(=O)C(O)=C(C(=O)c4ccco4)C3c3ccc(C)o3)sc2c1 (stereo not given)	2.5	-2.9	-7.6	-3.0	-0.7	-0.1	23.4	53.8*	-3.0	34.2*
COc1cccc(CN(C)Cc2cc(=O)oc3c(C)c(C)ccc23)c1	-21.0	4.1	-6.9	1.0	5.3	4.4	-18.7	-0.8	0.1	7.4
COc1ccc(N)cc1NC(=O)CN1CCOCC1	-3.6	5.8	3.9	-5.9	-1.6	2.0	-1.2	1.9	8.2	2.3
Cc1cc(C)c(-n2nnnc2SCC(=O)c2cccs2)c(C)c1	-8.9	-0.1	-2.9	-2.0	-2.4	0.8	-5.6	-4.5	2.5	1.8
